Screening results (PubChem BioAssay)
SSB-PriA inh: K. pneumoniae PriA-SSBct interaction inhibition; AlphaScreen SSBct-PriA binding, biotinylated peptide; inhibition, % at 33 µM; 430,000 compounds, 0.6% hits; in the data active = inhibition mostly above about 37%, no sharp cut-off; inactive = mostly below about 20%;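 note: plate controls were negative control peptide for no effect and reference peptide for full effect; strong numbers were not always called active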
The depositor's hits bear a star; & = joins results of further samples. A portion of the library, so the mix of outcomes need not match the whole.

The opening four entries, to show the layout:
SMILES	SSB-PriA inh
CC1(C)CC(=O)CC(=NNC(=O)c2cccs2)C1	-10.3
O=C(Nc1nc2ccccc2[nH]1)[C@H]1CCCN(c2cc(-n3cccn3)ncn2)C1	-2.0
CCC(C(=O)N1CCC(c2nnc(C(C)C)o2)CC1)c1ccccc1 (stereo not given)	-1.0
O=C(NCC[C@H](O)c1cc2ccccc2o1)c1ccccc1Br	-2.0

The whole of this part (from the top)
SMILES	SSB-PriA inh
CC1(C)CC(=O)CC(=NNC(=O)c2cccs2)C1	-10.3
O=C(Nc1nc2ccccc2[nH]1)[C@H]1CCCN(c2cc(-n3cccn3)ncn2)C1	-2.0
CCC(C(=O)N1CCC(c2nnc(C(C)C)o2)CC1)c1ccccc1 (stereo not given)	-1.0
O=C(NCC[C@H](O)c1cc2ccccc2o1)c1ccccc1Br	-2.0
O=C1c2ccccc2C(=O)N1[C@H]1CCN(c2ccccn2)C1	-4.0
Cc1ccc(C)c(C(=O)Nc2ccc3c(c2)CN(S(=O)(=O)c2ccccc2)CC3)c1	-5.0
O=S(=O)(c1cccnc1)N1CCC[C@H](c2nnc(-c3ccccc3F)s2)C1	0.0
CCOC(=O)C1CCN(S(=O)(=O)c2cccs2)CC1	-17.0
N#CCC(=O)NC[C@H]1CCCO1	-13.0
COc1ccc(C=NNC(=O)c2cc3c(ccc4ccccc43)o2)cc1OC	-16.5
CCCCCCC(=O)c1c(O)n(-c2ccc(OC)cc2)c(=O)[nH]c1=O	-14.7
O=C(O)c1cc([N+](=O)[O-])cc2cccnc12	27.0
Cc1ccc(S(=O)(=O)NCC2CCN(C(C)C)CC2)cc1C	-11.0
COc1ccc(C=NN=C2NC(=O)C(CC(=O)O)S2)cc1OS(=O)(=O)c1ccccc1 (stereo not given)	0.9
CC(=NO)c1oc2ccc3c(C)cc(=O)oc3c2c1C	2.0
O=C(NCc1ccc(Cl)cc1)N1CCC(N2CCCC2COCc2ccccc2)CC1 (stereo not given)	-8.0
COC(=O)c1ccc(CSc2c(C)cnc3c2c(=O)n(C)c(=O)n3C)cc1	-12.0
CC(C)Sc1ccc(CC(=O)Nc2cnn(CC3CCOCC3)c2)cc1	-11.0
COc1ccc(CCNC(=O)c2ccc(-n3nc(C)cc3C)nn2)cc1OC	-7.0
CC(=O)c1cccc(NC(=O)c2ccc(CNS(=O)(=O)c3ccc(C(C)(C)C)cc3)cc2)c1	-9.0&10.0
O=S(=O)(NCc1cccnc1)c1cc(Br)ccc1Br	0.0
O=C(NN=Cc1ccc([N+](=O)[O-])o1)C1COc2ccccc2O1 (stereo not given)	2.6
Cc1nc(SCc2ccc(F)cc2)[nH]c(=O)c1CC(=O)Nc1ccc(C(N)=O)cc1	6.0
CCOC(=O)C1CCCN(c2nc3ccccc3nc2NS(=O)(=O)c2cnn(C)c2)C1 (stereo not given)	-5.0
CCOC(=O)c1c(NC(=O)c2ccc(OC)c(OC)c2)sc(C)c1C	2.0
The list continues.
SMILES	SSB-PriA inh
COc1nn(C)cc1C(=O)N1CCC(C(=O)Nc2ccccc2C(F)(F)F)CC1	-15.0
Cc1nc(-c2ccccc2)sc1C(=O)NCCOc1ccc(-c2cccs2)nn1	5.0
CCc1ccc(N2C(=O)C3N=NN(c4cc(C)cc(C)c4)C3C2=O)cc1 (stereo not given)	-4.0
COC(=O)c1sc2ccccc2c1NC(=O)c1c(F)cccc1F	-1.0
CCC(C(=O)NCC(O)c1ccoc1)c1ccccc1 (stereo not given)	-1.0
CN1C[C@@H](NC(=O)NCc2ccc(F)cc2)CC1=O	-16.0
CS(=O)(=O)c1ccc(C(=O)Nc2nnc(-c3ccno3)o2)cc1	-4.0
CCS(=O)(=O)c1ccc(C(=O)Nc2nnc(-c3ccccc3Cl)o2)cc1	-2.0
COc1ccccc1CCNC(=O)c1csc(Nc2ccccc2)n1	3.0&12.0
CCOC(=O)c1cnc2cc(C(F)(F)F)ccc2c1Nc1ccc(N(C)C)cc1	18.0
CC1CCN(c2nc(-c3ccccc3)c3cc(Cl)ccc3n2)CC1	-6.0
O=C(NN=Cc1c(-c2ccccc2)[nH]c2ccccc12)c1cccnc1	-0.3
CC(/C=C/c1ccccc1)=NNC(=O)Cn1cncn1	-12.9
COc1ccccc1N1CCN(C(=O)Cc2c(C)nc(SCc3ccccc3)[nH]c2=O)CC1	-7.0&2.0
Cc1cc(=O)[nH]c(NN=Cc2c(C)nn(-c3ccccc3)c2Cl)n1	-9.7
CCCCOc1ccc(-c2cc3c(=O)n(CC(=O)Nc4ccc(Br)cc4F)ccn3n2)cc1	1.0
COc1ccc(C2CC2C(C)=NOC(=O)c2cccs2)cc1 (stereo not given)	-5.3
CCOC(=O)C1=C(C)N=c2sc(=Cc3ccc(OC(C)=O)c(OCC)c3)c(=O)n2C1/C=C/c1ccccc1 (stereo not given)	-6.2
Cc1nc2ccccc2c(=O)n1-c1ccc(Cl)c(NC(=O)C2CC2)c1	-4.0
CC1CCN(c2nc(-c3ccc(C(C)C)cc3)c3c(N)[nH]nc3n2)CC1	15.0
O=C(O)CC1SC(=NN=Cc2ccc(Br)cc2)N(c2ccccc2)C1=O (stereo not given)	-7.3
Cc1cc(C(=O)N(CCCN(C)C)c2nc3ccc(F)cc3s2)on1	3.0
C=CCc1cccc(C=NNC(=O)CNc2cccc3ccccc23)c1O	0.8
COc1ccc(S(=O)(=O)Nc2ccc3c(c2)CN(C(=O)C(C)C)CC3)c(C)c1	10.0
CC(C)C(=O)Nc1ccc(SCC(=O)OCc2ccccc2)nn1	-2.0

Another view of three compounds above.
SMILES: COC(=O)c1sc2ccccc2c1NC(=O)c1c(F)cccc1F
  SSB-PriA inh: -1.0

SMILES: CCC(C(=O)NCC(O)c1ccoc1)c1ccccc1 (stereo not given)
  SSB-PriA inh: -1.0

SMILES: CN1C[C@@H](NC(=O)NCc2ccc(F)cc2)CC1=O
  SSB-PriA inh: -16.0

Later entries.
SMILES	SSB-PriA inh
COc1ccc(F)cc1S(=O)(=O)NCCn1nc(C(F)(F)F)n(C)c1=O	-5.0
Cc1cc(C(O)CCNS(=O)(=O)CCc2ccccc2)c(C)o1 (stereo not given)	-15.0
Cc1cc(C)n(CC(=O)N2CCN(c3ccc(F)cc3)CC2)c(=O)c1C#N	-5.0
O=S(=O)(/C=C/c1ccccc1)NCC#CCOc1ccc2c(c1)OCO2	-16.0
O=C(NCCC(O)c1cccs1)c1ccsc1 (stereo not given)	-11.0
CCOc1ccc(C(C)(C)C)cc1S(=O)(=O)Nc1ncccc1C	1.0
COc1ccc(NC(=O)Nc2nc(CCC(=O)O)cs2)cc1	13.0
CCNc1nn(CC(=O)Nc2ccc(F)c(Cl)c2)c(N)c1-c1nc(-c2ccccc2C)no1	-6.0
COc1ccc(OC)c(S(=O)(=O)NCCc2ccc(N(C)C)cc2)c1	13.0
O=C1CC(CNS(=O)(=O)c2ccccc2C(F)(F)F)CN1c1ccc2c(c1)OCO2 (stereo not given)	10.0
Cc1c(Cl)cccc1S(=O)(=O)N1CCN(CCn2ccnc2)CC1	2.0
O=c1ccnc(SCc2ccc(O)c3ncccc23)[nH]1	106.0*
CCc1c2c(nc3sc(C(=O)Nc4ccccc4F)c(N)c13)CC(C)(C)CC2=O	-14.0
CCOC(=O)N1CCC(NC(=O)c2cc(N3C(=O)CCS3(=O)=O)ccc2Cl)CC1	-16.0
Cc1ccc(-c2csc(NC(=O)c3cccc(Br)c3)n2)c(C)c1	-4.0
O=C(CS(=O)(=O)c1ccc(Cl)s1)Nc1ccc(Oc2ccccc2)cc1	7.0
O=C(CSc1cn(Cc2ccccc2Cl)c2ccccc12)NC[C@H]1CCCO1	7.0
O=C(NCc1ccccc1F)C(=O)Nc1ccc2c(c1)OCO2	5.0
O=C(Cc1cc(-c2ccccc2)on1)Nc1ccc(C(F)(F)F)cc1	16.0
Cc1cc(NC(=O)CSc2ncc(-c3ccccc3)n2C)no1	-17.0
Cc1cc2ncn(CC(=O)N(c3ccccc3)C(C)C)c2cc1C	-8.0
Cc1ccc(S(=O)(=O)N2CN(Cc3cccs3)c3nc4ccccc4nc32)cc1C	10.0
COc1ccc(Cl)cc1-n1c(N)c(C(=O)NCC2CCCO2)sc1=S (stereo not given)	-1.0
CCN(Cc1ccccc1)C(=O)CCN1C(=O)/C(=C\c2ccco2)SC1=S	32.0
O=C(NCCn1ncc2c(=O)n(Cc3cccc(Cl)c3)cnc21)c1ccc(F)c(F)c1	-4.0

Reprinted from above, 2 compounds:
SMILES	SSB-PriA inh
O=C(CS(=O)(=O)c1ccc(Cl)s1)Nc1ccc(Oc2ccccc2)cc1	7.0
O=C(CSc1cn(Cc2ccccc2Cl)c2ccccc12)NC[C@H]1CCCO1	7.0

The list continues.
SMILES	SSB-PriA inh
Cc1ccc(-c2csc3ncnc(SCc4c(C)noc4C)c23)cc1C	-1.0
NC(Cc1cccs1)=NOC(=O)COc1ccccc1Cl	-112.0
O=C1CCCC(=NNc2ccc(Cl)cc2)C1	22.0
CCSc1ccc(CC(=O)Nc2ccc(-c3nc4ccccc4[nH]3)cc2)cc1	-1.0&4.0
O=C(NCc1ccccc1F)C(=O)NCC1OCCCN1S(=O)(=O)c1ccc2c(c1)OCCO2 (stereo not given)	3.0
O=C(O)C[C@H](CC(=O)NCC1CCN(C(=O)COc2ccccc2)CC1)c1cccs1	-10.0
O=C(c1cccs1)N1CCS[C@H](c2ccco2)CC1	-23.0
Cc1ccc(-n2ncc3c(=O)[nH]c(-n4nc(C)cc4NC(=O)COc4ccccc4F)nc32)cc1	-13.0
Cc1nc2sc(C)c(C)n2c(=O)c1NC(=O)c1ccccc1Cl	-9.0
O=C(Cn1cccc1)N1CCc2cnc(N3CCOCC3)nc2C1	-5.0
CCc1nc(NC(=O)c2cccc(Br)c2)sc1C(=O)OC	-15.0
CCCc1c(C(=O)NN=Cc2cccc3ccccc23)nnn1-c1nonc1N	-5.6
COc1cccc(C(=O)Nc2sc3c(c2C(N)=O)CC(C)(C)NC3(C)C)c1OC	-16.0
O=C(NCc1ccc(F)cc1F)c1[nH]nc2c1COc1ccccc1-2	-8.0
COc1ccc(N2CC(CNC(=O)Nc3c(F)cccc3F)CC2=O)cc1 (stereo not given)	-1.0
CC(=O)OC(C)(C)C(=O)Nc1cnn(C[C@H]2COc3ccccc3O2)c1	-16.0
O=C(Nc1nc(-c2ccc3ccccc3c2)cs1)c1cccc([N+](=O)[O-])c1	-9.0
O=C(Nc1nc2cc([N+](=O)[O-])ccc2s1)c1ccc(S(=O)(=O)N2CCCCCC2)cc1	2.0
COc1ccc(C2=Nc3ncnn3C(c3cc(OC)c(OC)c(OC)c3)C2)cc1 (stereo not given)	-22.0
Cc1c(C=NN=C2CCC3C4CCc5cc(O)ccc5C4CCC23C)cnn1C (stereo not given)	-11.8
CCCCNC(=O)C(=O)Nc1ccc(F)c(Cl)c1	-8.0
Cn1cc(C#N)c2ccccc21	-18.0
COCC(C)NC(=O)C1CCc2nc[nH]c2C1 (stereo not given)	-13.0
O=C(NN=Cc1ccccc1OC(=O)N1CCOCC1)c1cccs1	-5.9
COC(=O)c1ccc(NC(=O)Cn2cnc(-c3ccc(C)cc3)cc2=O)cc1	-18.0&-3.0

A second format for 5 compounds above:
mol | SSB-PriA inh
CCCCNC(=O)C(=O)Nc1ccc(F)c(Cl)c1 | -8.0
Cn1cc(C#N)c2ccccc21 | -18.0
COCC(C)NC(=O)C1CCc2nc[nH]c2C1 (stereo not given) | -13.0
O=C(NN=Cc1ccccc1OC(=O)N1CCOCC1)c1cccs1 | -5.9
COC(=O)c1ccc(NC(=O)Cn2cnc(-c3ccc(C)cc3)cc2=O)cc1 | -18.0&-3.0

Other entries
SMILES	SSB-PriA inh
Cc1cc(C)c2c(c1)CC(C)(C)c1nc3cc(C)c(C)cc3nc1-2	-1.0
O=C(c1nn(-c2ccccc2)c2c1CCc1occc1-2)N1CCc2ccccc21	2.0
N#Cc1c(NC(=O)CCc2ccc(-c3ccc(Cl)cc3)o2)sc2c1CCCC2	-4.0&16.0
O=C(NCc1ccncc1)c1n[nH]c2ccccc12	10.0
CC(=O)Nc1ccc(C(=O)N2CCS[C@H](c3ccccc3C)CC2)cc1	-3.0
Cn1cccc1C(CNS(=O)(=O)c1cc(F)ccc1F)N1CCCC1 (stereo not given)	3.0
O=C(CN1C(=O)S/C(=C\c2ccccc2Cl)C1=O)Nc1ccc(C(=O)O)cc1	2.0
O=[N+]([O-])c1ccc(CSc2nnc(COc3ccc4c(c3)OCO4)n2-c2ccccc2)cc1	-8.0
Cn1nc(-c2ccccc2)cc1C(=O)N(CCc1cccs1)C1CCOCC1	-5.0
COc1ccc(S(=O)(=O)NCCN2CCN(c3ccccc3F)CC2)cc1OC	-8.0&1.0
COc1ccc(NC(=O)CON=C(C)c2cccs2)cc1	8.3
CCOc1ccccc1C=NOCC(=O)NCc1ccc(F)cc1	1.4
CCC1CCc2c(sc3c2C(=O)NC(c2ccccn2)N3)C1 (stereo not given)	45.2
O=c1ccn(-c2nc(-c3ccccc3)sc2-c2ccccc2)c(=O)[nH]1	11.0
Cc1ccnc(C(=O)NCc2ccc(F)cc2)n1	-8.0
COc1ccc(C=NNC2=NCCCCC2)c(OC)c1	-6.0
CCOC(=O)c1ccc(NC(=O)CC2C(=O)Nc3c(C)c(-c4ccc(OC)cc4)nn32)cc1 (stereo not given)	1.0
COc1ccc(OC)c2sc(N(CC3CCCO3)C(=O)C3CCCC3)nc12 (stereo not given)	-10.0
CCOc1ccc(NC(=O)CC2SC(=O)N(CC(=O)c3ccccc3)C2=O)cc1 (stereo not given)	3.0
COc1ccc(Cl)cc1NC(=O)CN1CCN(S(=O)(=O)c2c(C)cc(C)cc2C)CC1	-13.0
Cn1nc(-c2ccccc2NC(=O)COc2ccc3c(c2)OCO3)ccc1=O	-2.0
CN1C(=O)c2cccc(NC(=O)c3ccc4c(c3)CCCC4)c2C1=O	-9.0
O=c1c(C=NNS(=O)(=O)c2ccccc2)coc2ccc(Cl)cc12	-8.5
O=C(NC[C@]1(O)CCc2ccccc21)c1ccc(OC(F)(F)F)cc1	-27.0
CCOC(=O)Nc1nc(CC(=O)Nc2ccc(C)c(F)c2)cs1	20.0
NC(CN1CCCCC1)=NS(=O)(=O)c1cc(Cl)cc(Cl)c1	-9.9
O=C(NCCN1CCN(c2ccc(F)cc2)CC1)c1ccc(F)cc1F	-15.0&11.0
CCOC(=O)C(CC)Sc1ccc2nnc(-c3ccc(OC)c(OC)c3)n2n1 (stereo not given)	-5.0
